MEX-5 binding – C. elegans MEX-5 TCR-2 RNA binding activity | MEX-5/FITC-TCR2 RNA binding, fluorescence polarization; active compounds read low | activity score (negative = inhibition of binding), % at 10 µM | 0.38% of 300,000 active | AID 1832;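 active means inhibition past about -25% in most replicates, and total fluorescence under double the plate's negative control median, limit read from the data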;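 further: 0% = DMSO and -100% = 5 µM competing unlabeled TCR2 RNA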
Target sequence (Q9XUB2 whole entry, looked up): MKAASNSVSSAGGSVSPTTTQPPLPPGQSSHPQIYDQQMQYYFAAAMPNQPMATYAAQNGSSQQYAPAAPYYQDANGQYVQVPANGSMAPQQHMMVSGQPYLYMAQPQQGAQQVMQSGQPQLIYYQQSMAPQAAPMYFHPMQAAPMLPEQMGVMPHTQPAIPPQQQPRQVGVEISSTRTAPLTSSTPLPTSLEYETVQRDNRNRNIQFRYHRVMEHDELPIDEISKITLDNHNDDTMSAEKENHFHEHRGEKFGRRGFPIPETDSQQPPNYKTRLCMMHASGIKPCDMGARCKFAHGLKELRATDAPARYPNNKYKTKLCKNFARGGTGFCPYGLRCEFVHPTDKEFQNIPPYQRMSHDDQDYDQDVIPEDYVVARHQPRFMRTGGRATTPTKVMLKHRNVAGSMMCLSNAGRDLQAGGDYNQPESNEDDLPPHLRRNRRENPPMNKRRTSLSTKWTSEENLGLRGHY
GLD-1 RNA inh – GLD-1-TGE RNA interaction inhibition (C. elegans). AID 2280. purified GLD-1 + fluorescein TGE RNA, fluorescence polarization. inhibition, % at 5.96 µM. 0.44% of 320,000 active;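 active means percent inhibition above a per-plate cutoff, the plate mean of test compounds plus 3 SD, cut at about 30% in these data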;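 further: 0% = DMSO wells with GLD-1 and probe and 100% = wells lacking GLD-1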
PME-1 primary – blocks human protein phosphatase methylesterase 1. Q9Y570. recombinant PME-1, FP-Rh probe fluorescence polarization. inhibition, % at 5.9 µM. 0.53% of 320,000 active. AID 2130;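 active means inhibition above the campaign mean of all compounds plus 3 SD, cut at about 26% in these data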;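 further: competitive labeling of PME-1 active site by serine hydrolase directed probe; 0% = PME-1 with DMSO and 100% = wells lacking PME-1 enzyme; inhibitors block probe labeling so polarization falls and inhibition rises; many of its hits are not listed in these tables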
Target sequence (Q9Y570 whole entry, looked up): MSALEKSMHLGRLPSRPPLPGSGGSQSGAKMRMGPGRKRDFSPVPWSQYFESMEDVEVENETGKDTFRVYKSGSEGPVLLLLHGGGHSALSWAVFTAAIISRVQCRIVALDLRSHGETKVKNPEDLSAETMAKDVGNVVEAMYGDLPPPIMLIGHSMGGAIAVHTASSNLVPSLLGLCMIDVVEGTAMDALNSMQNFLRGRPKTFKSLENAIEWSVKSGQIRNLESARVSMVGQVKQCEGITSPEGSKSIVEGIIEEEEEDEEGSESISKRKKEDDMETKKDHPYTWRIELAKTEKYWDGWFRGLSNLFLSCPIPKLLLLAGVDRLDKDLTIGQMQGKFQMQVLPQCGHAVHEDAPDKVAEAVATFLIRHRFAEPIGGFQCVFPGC
BCLXL inh – blocks human Bcl-xL binding to Bim BH3 peptide | inhibition, % at 10.9 µM | AID 2129 | GST-Bcl-xL / FITC-Bim BH3 peptide fluorescence polarization | Q07817 | 0.7% of 320,000 active;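 active means inhibition above the mean of all tested compounds plus 3 SD, cutoff set per campaign, cut at about 30% in these data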;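 further: 0% = DMSO wells and 100% = unlabeled Bim-BH3 peptide competitor; inhibitors lower millipolarization by displacing the labeled peptide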
MCL1 BIM primary – disrupts human MCL1 binding to BIM-BH3 peptide; inhibition, % at 10.9 µM; Q07820; AID 2057; 0.68% of 320,000 active; GST-MCL1 / FITC-Bim-BH3 fluorescence polarization;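 active means inhibition above the mean inhibition of all tested compounds plus 3 SD, set per campaign, cut at about 40% in these data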;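 further: 0% = DMSO wells and 100% = unlabeled Bim-BH3 peptide control; higher means more loss of mP so more displacement of Bim peptide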
Fam108B counter – counter-screen for RBBP9 inhibitors: inhibitors of mouse Fam108B; recombinant Fam108B, FP-Rh probe fluorescence polarization; inhibition, % at 9.51 µM; 0.33% of 300,000 active;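 active means inhibition above the screen mean inhibition plus 3 SD, computed separately per campaign, cut at about 18% in these data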;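 further: inhibitors lower polarization as less probe binds the enzyme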
GRK2 inh – human GRK2 inhibition via aptamer displacement | bead flow cytometry, FAM-aptamer displacement from GRK2 | inhibition of aptamer binding, % at 10 µM | 0.59% of 330,000 active | AID 488847;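 active means inhibition of aptamer binding above 40%, roughly 3 SD of noise, on plates passing a quality check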;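 further: median bead fluorescence of bound FAM aptamer so fluorescent compounds give negative values; no value below 0 was filed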
Efflux pump inh – antifungal efflux pump inhibition, Nile Red retention; S. cerevisiae Candida pump triplex; inhibition, % at 10 µM; 0.44% of 330,000 active; AID 485275;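 active means plate passing quality check with inhibition over a set limit, or well fluorescence over plate mean plus 4 SD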;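 further: Nile Red retained in pooled yeast measured as flow cytometry median fluorescence; 0% = buffer negative control and 100% = Enniatin B positive control; higher means more Nile Red kept so more efflux inhibition; some compounds called inactive have numbers as strong as hits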
VLA-4 inh – inhibition in a human VLA-4 binding assay; VLA-4 expressing cells, ligand binding flow cytometry; inhibition, % (about 7 µM as worked out from the volumes in the protocol); P13612; 0.2% of 330,000 active; in the data active means inhibition above about 50%
An asterisk follows results filed as active; · = no result given.

SMILES	MEX-5 binding	GLD-1 RNA inh	PME-1 primary	BCLXL inh	MCL1 BIM primary	Fam108B counter	GRK2 inh	Efflux pump inh	VLA-4 inh
Cc1ccsc1C(=O)OCC(=O)NCC1CCCO1 (stereo not given)	1.9	-4.0	9.8	3.7	12.4	7.8	0.0	0.0	-0.4
O=C(Nc1cccc(C(=O)Nc2ccc(Cl)cn2)c1)c1ccccc1	2.0	-0.7	-23.0	5.8	-1.7	-12.6	0.0	0.1	1.2
Cc1ccc(S(=O)(=O)c2nc(-c3cccs3)oc2SCC(N)=O)cc1	0.1	3.4	9.8	-1.0	-4.8	0.4	4.0	0.0	-8.9
OCCCc1nc2ccccc2n1CCCCOc1ccccc1	0.2	-8.0	1.8	-1.1	-0.9	4.7	1.0	-0.1	-1.3
CC(=O)C1=C(C)NC(SCC(N)=O)=C(C#N)C1c1ccco1 (stereo not given)	-2.0	2.8	-1.6	5.2	-0.5	1.0	2.0	0.0	-23.9
Cc1cc(C)nc(/N=C(\N)Nc2ccc(OCc3ccccc3)cc2)n1	2.8	-3.5	-5.8	4.9	2.7	2.9	0.0	0.0	-13.0
Cc1cccc(Nc2nc(N)nc(CN3CCN(c4ccccc4F)CC3)n2)c1	-0.5	6.8	-0.2	7.2	11.0	4.2	1.0	0.1	5.4
CCN1CCN(C(=O)c2ccc3c(=O)n(CCC4=CCCCC4)c(=O)[nH]c3c2)CC1	1.6	7.6	2.6	7.0	3.7	0.1	0.0	0.0	2.1
COc1ccc(N2CCN(CCCNC(=O)CCC(=O)N3CCOc4ccc(Cl)cc43)CC2)cc1	-1.5	3.4	1.7	5.7	5.7	0.4	0.0	-0.1	9.6
Cc1ccc(C)c(NC(=O)CSc2nnc([C@@H]3CCCN3C(=O)OC(C)(C)C)o2)c1	-2.8	-4.8	-2.4	2.6	3.2	3.0	4.0	0.1	10.2
CC(=O)OC(C(=O)NCc1ccco1)c1ccncc1 (stereo not given)	-2.8	-1.8	-7.2	0.6	5.7	1.4	0.0	0.1	8.8
COCCn1c(C)cc(C2=NNC(=NC3CC3)SC2)c1C	-3.3	-1.0	11.7	11.0	10.9	1.2	14.0	0.1	3.5
O=C(Nc1ccccc1-c1ccccc1)C(=O)Nc1ccccc1-c1ccccc1	2.5	5.1	4.0	5.0	-0.9	0.3	4.0	0.0	3.9
N#C/C(=C\c1c(N(Cc2ccccc2)Cc2ccccc2)nc2ccccn2c1=O)C(N)=O	3.0	-2.3	-2.5	7.2	5.7	5.7	2.0	0.1	4.3
CC(C)NC(=O)CCCc1cn(C)c2ccccc12	0.1	2.9	4.3	-1.9	-3.0	0.7	0.0	0.0	8.5
CCn1cc(C(=O)NCC2CCCO2)c(=O)c2cc(F)c(N3CCN(C)CC3)cc21 (stereo not given)	-1.2	-3.8	-6.1	3.9	-0.8	-0.1	2.0	0.1	11.7
O=C1NCCN/C1=C\C(=O)c1ccc(F)cc1	3.5	2.6	0.9	-6.5	-14.1	-1.9	4.0	0.2	7.9
CCn1cc(CN2CCC(n3nccc3NC(=O)CCCc3ccccc3)CC2)cn1	0.0	1.3	-3.2	3.3	0.9	0.0	0.0	0.6	3.3
CCCOc1ccc(OCC(=O)c2[nH]c(C)c(C(C)=O)c2C)cc1	0.5	6.2	1.3	-6.0	-7.8	2.2	4.0	0.4	8.2
O=C(N/N=C/c1ccccc1)c1cc[n+]([O-])cc1	1.6	5.9	-5.1	2.4	4.9	-0.1	1.0	-0.3	4.1
Cn1c(CCN2CCCCC2)nc2cc([N+](=O)[O-])ccc21	0.0	-1.1	0.2	5.7	2.0	-2.0	0.0	0.0	-9.4
O=C(CCCC(=O)c1ccc(O)cc1)c1ccc(O)cc1	1.2	-2.4	-2.3	-1.2	2.2	2.9	25.0	0.2	17.6
CCC1CCCCN1C(=O)CSc1nc(N)cc(=O)[nH]1 (stereo not given)	0.8	8.6	2.0	-2.1	-7.8	0.0	0.0	-0.2	0.7
CCN(CC)S(=O)(=O)c1ccc(C2=NOC3(C2)N(C)c2ccccc2C3(C)C)cc1 (stereo not given)	-0.1	6.8	-3.1	9.7	5.3	1.8	0.0	0.2	-2.6
CCCCNCC(O)(c1ccc(Cl)cc1)c1ccc(Cl)cc1	0.4	-5.4	-6.3	0.9	3.8	0.2	0.0	0.0	-0.9

3 of the entries above in order of the GRK2 inh value, largest number first.
molecule	GRK2 inh
Cc1ccc(C)c(NC(=O)CSc2nnc([C@@H]3CCCN3C(=O)OC(C)(C)C)o2)c1	4.0
Cc1cccc(Nc2nc(N)nc(CN3CCN(c4ccccc4F)CC3)n2)c1	1.0
Cn1c(CCN2CCCCC2)nc2cc([N+](=O)[O-])ccc21	0.0

Molecules from the list above containing fluorine:
SMILES	MEX-5 binding	GLD-1 RNA inh	PME-1 primary	BCLXL inh	MCL1 BIM primary	Fam108B counter	GRK2 inh	Efflux pump inh	VLA-4 inh
Cc1cccc(Nc2nc(N)nc(CN3CCN(c4ccccc4F)CC3)n2)c1	-0.5	6.8	-0.2	7.2	11.0	4.2	1.0	0.1	5.4
CCn1cc(C(=O)NCC2CCCO2)c(=O)c2cc(F)c(N3CCN(C)CC3)cc21 (stereo not given)	-1.2	-3.8	-6.1	3.9	-0.8	-0.1	2.0	0.1	11.7
O=C1NCCN/C1=C\C(=O)c1ccc(F)cc1	3.5	2.6	0.9	-6.5	-14.1	-1.9	4.0	0.2	7.9

Later entries
SMILES	MEX-5 binding	GLD-1 RNA inh	PME-1 primary	BCLXL inh	MCL1 BIM primary	Fam108B counter	GRK2 inh	Efflux pump inh	VLA-4 inh
COc1cc(C(=O)OCC(=O)NC2CCS(=O)(=O)C2)c([N+](=O)[O-])cc1OC (stereo not given)	0.0	-5.5	-1.5	3.5	-1.8	1.5	0.0	-0.2	5.1
CCN(CC)c1ccc2c(C)c(CN3CCOCC3)c(=O)oc2c1	-1.6	-8.0	-0.5	14.3	11.8	0.5	1.0	-0.2	-21.6
CC/C(=N\NC(=O)C1CCCC1)c1ccc(Br)cc1	1.4	·	·	·	·	·	3.0	-0.1	2.9
CC1CCCC(C)N1C(=O)Cn1c(SCC(=O)NCc2ccc3c(c2)OCO3)nc2ccccc21 (stereo not given)	2.6	9.5	5.3	-0.7	2.4	-3.3	0.0	0.0	-0.9
N#Cc1ccc(CN2CCN(C(=O)CNS(=O)(=O)c3ccc4c(c3)OCCCO4)CC2)cc1	·	2.5	-1.2	1.6	6.7	·	0.0	0.1	-0.6
O=C1CC(c2ccc(F)cc2)CC(O)=C1C=NCCN1CCNCC1 (stereo not given)	-0.2	3.9	-4.1	2.5	2.9	-0.9	1.0	0.2	10.7
C/C(=N\OCC(=O)OC(C)C(=O)Nc1ccc(C(N)=O)cc1)c1ccc2c(c1)OCO2 (stereo not given)	-0.9	-4.7	2.6	-1.9	-7.4	0.0	0.0	0.1	-12.6
NC(=O)c1ccccc1OCc1nnc(-c2ccccc2Br)o1	3.4	-3.5	2.0	0.3	-4.2	-0.6	0.0	0.3	5.3
CCN(CC(=O)Nc1ccc(OC)cc1)C(=O)CCS(=O)(=O)c1ccc(C)cc1	-1.1	3.3	-2.2	4.6	0.5	-0.6	0.0	-0.6	7.6
Nc1ncnc(Sc2ccccc2)c1[N+](=O)[O-]	1.5	7.5	-0.2	4.0	2.5	7.6	1.0	-0.3	-21.0
CN1CCN(CC(=O)Nc2nc3ccccc3s2)CC1	2.3	-0.9	4.3	2.5	7.8	-0.2	5.0	0.0	4.1
CCC1Nc2ncnc(N3CCOCC3)c2N(Cc2ccc(Br)cc2)C1=O (stereo not given)	·	-0.9	·	·	·	·	0.0	-0.2	-4.7
Cc1ccc(-c2noc(-c3ccno3)n2)cc1	1.9	-3.9	0.6	1.4	-0.2	0.4	4.0	0.3	0.0
O=C(O)c1cccc(NC(=O)c2cccc(S(=O)(=O)N3CCc4ccccc4C3)c2)c1	-2.8	2.4	1.3	8.2	4.0	-1.5	0.0	-0.1	0.0
Cc1csc2nc(CSc3nc4ccccc4o3)c(Br)n12	0.8	-2.9	-11.8	6.5	1.0	0.7	0.0	-0.1	15.7
Cn1cncc1C#Cc1ccc2cc(C(C)(C)O)oc(=O)c2c1	·	-1.8	1.8	4.7	1.7	·	5.0	-0.2	-9.7
CCOC(=O)c1ccc(NC(=O)CN2C(=O)NC3(CCCCCCC3)C2=O)cc1	·	8.5	-7.1	-3.6	0.1	·	4.0	0.0	-12.0
COc1cccc(N2CCN(c3nc(C)cc(=O)[nH]3)CC2)c1	2.4	4.5	-0.6	-0.3	-6.5	0.8	0.0	0.0	-2.6
N#Cc1nc(-c2ccccc2)oc1N1CCC(C(N)=O)CC1	1.1	9.4	2.5	2.9	-2.6	4.3	0.0	-0.2	6.9
COc1ccccc1CNC(=O)c1cnc2sccn2c1=O	-1.1	11.3	5.8	1.4	-2.5	0.0	0.0	0.0	7.2
COCCN(C(=O)COC(=O)CCc1c[nH]c2ccccc12)c1c(N)n(Cc2ccccc2)c(=O)[nH]c1=O	-1.0	4.8	2.2	-0.9	-1.2	2.5	0.0	-0.1	-1.4
CCCCC(=O)N1CCCC(C(=O)OCC)C1 (stereo not given)	1.9	-5.0	4.3	1.8	1.3	4.7	1.0	-0.1	-2.0
O=C(Nc1cccc(Cl)c1)c1ccc(-n2cncn2)c([N+](=O)[O-])c1	-0.7	0.3	1.4	0.9	-5.8	-3.2	1.0	-0.1	3.6
CCN(c1ccccc1)S(=O)(=O)c1ccc2[nH]cc(C(=O)NCCOC)c(=O)c2c1	-2.7	-3.8	0.2	2.9	7.7	8.9	12.0	-0.1	-2.3
Cc1n[nH]c(=S)n1-c1cccc(Cl)c1	1.9	5.4	-3.6	-0.4	-4.0	-0.7	0.0	-0.5	22.6
CCOP(=O)(OCC)C(NC(=O)Nc1c(C)cc(C)cc1C)c1ccccc1 (stereo not given)	0.7	-8.9	-3.1	0.4	1.0	0.2	0.0	-0.1	6.9
O=C(Cn1nc(-c2ccccc2)c2ccccc2c1=O)NCCO	-0.3	-11.4	-6.0	-2.5	0.5	-0.5	0.0	0.0	2.1

In the list so far, two contain a furan ring, fused or not.
SMILES	MEX-5 binding	GLD-1 RNA inh	PME-1 primary	BCLXL inh	MCL1 BIM primary	Fam108B counter	GRK2 inh	Efflux pump inh	VLA-4 inh
CC(=O)C1=C(C)NC(SCC(N)=O)=C(C#N)C1c1ccco1 (stereo not given)	-2.0	2.8	-1.6	5.2	-0.5	1.0	2.0	0.0	-23.9
CC(=O)OC(C(=O)NCc1ccco1)c1ccncc1 (stereo not given)	-2.8	-1.8	-7.2	0.6	5.7	1.4	0.0	0.1	8.8

Screening data (PubChem BioAssay)

Only part of the results is shown; count on the stated rates, not on these rows.
